Screening data deposited in PubChem by National Center for Advancing Translational Sciences (NCATS).
hERG WT inh: inhibitors of human wildtype KCNH2 potassium channel. Q12809. U2OS, BacMam KCNH2, thallium flux FluxOr; active compounds read low. activity change, % at 1.84 µM. actives 0.37% (n = 340,000);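 active means maximum activity change below -70%; inconclusive means maximum activity change between -70% and -50%; inactive means maximum activity change above -50%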; further: on the % scale 0 is the no-effect control and ±100 the full control effect
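U2OS cells transduced with wild-type KCNH2 virus are loaded with FluxOr dye for 45 min, and thallium flux is measured in kinetic reads before and after stimulation buffer. Rate constants are normalized to DMSO controls.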
A-T KAP1 phos: potential ataxia-telangiectasia treatment. […] A-T fibroblasts, KAP-1 phosphorylation AlphaLISA; neocarzinostatin DNA damage 30 min before lysis. actives 0.19% (n = 320,000). Potency, µM (titrated, usually from 57.5 µM), for inactives: top-dose activation, hits mostly activators; further: potency means the concentration at half of the fitted maximal effect; % of control where 0% means no effect; nearly all actives have a fitted effect of over 45% in size
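hTERT-immortalized A-T patient fibroblasts ([…]), 500 cells/well in OPTI-MEM, 1% FBS, got compounds for 60 min, then NCS for 30 min at 37C. Lysates were then assayed for phospho-KAP-1 by AlphaLISA (anti-pKAP1 donor, anti-KAP1 acceptor beads), 6 hr at 25C.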
KCNH2 3.1 block: KCNH2 3.1 (human) potassium channel inhibition; U2OS KCNH2 3.1, thallium flux FluxOr; active compounds read low; activity change, % (tested at about 1.8 µM); actives 0.95% (n = 340,000);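 active means maximum activity change below -70%; inconclusive means maximum activity change from -70% to -50%; inactive means maximum activity change above -50%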;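 further: thallium influx rate constant from kinetic fluorescence after stimulation buffer; on the % scale 0 is the no-effect control and ±100 the full control effect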
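U2OS cells transduced with KCNH2 3.1 mutant virus (1.77 x 10^8 /mL, 4 h), plated overnight at 37 C, loaded 45 min with FluxOr dye plus Red40 quencher. Thallium flux rate constant from kinetic reads after stimulation buffer, normalised to controls.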
ASM inhibitor: human S-ASM enzyme inhibition | P17405 | Potency, µM (titrated, usually from 57.5 µM), for the others: top-dose activity change, negative = inhibition, actives largely listed as inhibitors | placental ASM, HMU-PC fluorogenic substrate, 60 min | actives 0.006% (n = 340,000) | AID 504937; further: potency means the concentration at half of the fitted maximal effect
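Fluorescence read-out (Ex 386 nm, Em 447 nm) after stopping the reaction at pH 10. Enzyme: ASM from human placenta; substrate HMU-PC0, 9 uM final; 60 min, 37 °C. Compound preincubation 10 min, ambient temperature.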
Coupling enz: counter-screen for Giardia aldolase inhibitors: coupling enzyme system | coupling enzyme system counterscreen, AmpLite Red fluorescence | activity change, negative = inhibition, % at 58.2 µM, hits read low | AID 2472 | actives 0.67% (n = 290,000); in the data active means activity change below about -30%; further: on the % scale 0 is the no-effect control and ±100 the full control effect
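Coupling enzymes only (glyceraldehyde-3-phosphate) + compound, at 57.5 uM final, 10 min RT; add substrate/coupling/AmpLite Red mix, 20 min RT; fluorescence ex 525/em 598 nm. Actives flag coupling-system interference.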
TRPV1 ag: activates the human vanilloid receptor TRPV1. Q8NER1. TRPV1-expressing cells, Fluo-8 calcium influx, agonist mode. activation, % at 8.33 µM. actives 0.19% (n = 320,000). AID 540275; in the data active means activation above about 80%; inconclusive means between about 30% and that limit; further: 0% is about no effect
Target sequence (Q8NER1 whole entry, looked up): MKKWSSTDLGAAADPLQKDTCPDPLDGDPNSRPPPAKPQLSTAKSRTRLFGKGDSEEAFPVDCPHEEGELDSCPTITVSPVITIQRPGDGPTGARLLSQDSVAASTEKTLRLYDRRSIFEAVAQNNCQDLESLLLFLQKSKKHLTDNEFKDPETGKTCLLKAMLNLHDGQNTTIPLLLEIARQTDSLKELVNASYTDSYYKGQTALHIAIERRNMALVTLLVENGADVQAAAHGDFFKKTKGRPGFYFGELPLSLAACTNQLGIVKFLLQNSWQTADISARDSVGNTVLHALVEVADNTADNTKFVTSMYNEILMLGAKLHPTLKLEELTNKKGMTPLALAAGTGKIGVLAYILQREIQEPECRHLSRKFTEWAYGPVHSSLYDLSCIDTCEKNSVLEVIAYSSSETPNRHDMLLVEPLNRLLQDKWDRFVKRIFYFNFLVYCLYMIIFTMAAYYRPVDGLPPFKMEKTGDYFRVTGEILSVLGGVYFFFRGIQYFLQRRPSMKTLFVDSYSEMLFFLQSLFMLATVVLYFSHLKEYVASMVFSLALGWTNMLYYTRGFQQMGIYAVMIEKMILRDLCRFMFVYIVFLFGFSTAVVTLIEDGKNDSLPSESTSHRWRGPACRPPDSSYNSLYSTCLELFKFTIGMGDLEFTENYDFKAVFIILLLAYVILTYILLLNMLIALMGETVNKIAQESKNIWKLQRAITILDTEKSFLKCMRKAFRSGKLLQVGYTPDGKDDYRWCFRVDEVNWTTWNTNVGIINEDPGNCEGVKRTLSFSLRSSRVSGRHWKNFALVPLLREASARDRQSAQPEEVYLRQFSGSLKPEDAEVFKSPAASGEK
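TRPV1-expressing cells were cultured overnight at 35.5C and loaded with Fluo-8 calcium dye for 40 to 90 min at room temperature. After a 10 s baseline, compound was added and calcium influx was read kinetically for 3 min (ex 480/em 520 nm).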
MBNL1-CUG inh: blocks human MBNL1 binding to CUG repeat RNA; TR-FRET MBNL1-His/biotin-(CUG)12 binding, 665/545 ratio; Potency, µM (highest dose often 57.5 µM), inactives show top-dose activity change, negative = inhibition, most hits filed as inhibitors; actives 0.036% (n = 280,000); AID 2675; active means well fitted inhibition curve with a large enough effect in the signal ratio, with a control signal flat, not every such curve was filed as active; inconclusive means small, poorly fitted or top-dose-only effect, or effect the other way, or a change in a side signal; inactive means no such curve, though single readings can be large or run the other way; the % refers to the signal ratio; further: potency means the concentration at half of the fitted maximal effect; on the % scale 0 is the no-effect control and ±100 the full control effect
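Inhibition of protein-RNA binding appears as loss of TR-FRET between terbium anti-His antibody on MBNL1-His and streptavidin-XL665 on biotin-(CUG)12. Activity is normalized to buffer-only and uninhibited-complex controls.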
GALK inh: blocks human galactokinase activity; actives 0.007% (n = 270,000); Purified GALK, Kinase-Glo residual ATP luminescence; Potency, µM (highest dose often 57.5 µM), without a hit: at the highest dose activity change, negative = inhibition, usual class: inhibitors; P51570; AID 1868; further: potency means the concentration at half of the fitted maximal effect; on the % scale 0 is the no-effect control and ±100 the full control effect
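Human GALK (5 nM) with 35 uM ATP and 100 uM galactose in 20 mM HEPES pH 8.0, 5 mM MgCl2, 60 mM NaCl, 1 mM DTT, 0.01% BSA. After 1 h at room temperature, leftover ATP was read by Kinase-Glo Plus luminescence.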
a7 integrin act: activates integrin-mediated alleviation for muscular dystrophy | alpha7betagal myoblasts, beta-gal FDG fluorescence, 48 h | Potency, µM (titrated, usually from 38.3 µM), for inactives: top-dose activation, hits mostly activators | actives 0.064% (n = 350,000) | AID 624291;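 further: potency means the concentration at half of the fitted maximal effect; 100% = response of the positive control SU9516; nearly all actives have a fitted effect of over 60% in size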
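alpha7betagal+/- myoblasts (passage 13, 250/well) treated 48 h at 37C with compounds at 1:260 dilution of DMSO stock. Lysed, then beta-galactosidase activity read as FDG fluorescence (ex 480/em 540) after 30 min, with pre-read for autofluorescence.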
MLL CXXC-DNA inh: MLL CXXC-DNA interaction inhibition. Potency, µM (series often up to 115 µM), for inactives: top-dose activity change, negative = inhibition, actives largely listed as inhibitors. Q03164. MLL-CXXC / FITC-HOXA9 DNA fluorescence polarization. actives 0.037% (n = 290,000); active means well fitted inhibition curve with a large enough effect in the polarisation, with a control signal flat, not every such curve was filed as active; inconclusive means small, poorly fitted or top-dose-only effect, or effect the other way, or a change in a side signal; inactive means no such curve, though single readings can be large or run the other way; the % refers to the polarisation; further: potency means the concentration at half of the fitted maximal effect
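Purified MLL-CXXC (added from a 7 uM solution) was preincubated 5 min at ambient with pinned compounds in 50 mM Tris-HCl pH 7.5, 50 mM NaCl, 1 mM DTT, 0.05% BSA. Fluorescein-labeled HOX-A9 DNA (50 nM solution) followed, 30 min, then polarization read.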
Active calls of the source: *; [ ] = dose if it differs, or a comment. Unless noted, the call rests on the fitted dose curve; in most records, active means well fitted curve in the direction sought with a large enough effect; inconclusive means small, poorly fitted or top-dose-only effect, or another doubt; inactive means no such curve, though single readings can be large; an effect the other way counts as inactive or inconclusive. Rows were taken by chance (roughly 2% active in at least one column).

Screening CCN(CC)c1ccc(NC(=O)c2ccccn2)cc1S(=O)(=O)Nc1ccccc1OC returned hERG WT inh -5, A-T KAP1 phos 0%, KCNH2 3.1 block -10, ASM inhibitor -3%, TRPV1 ag 18 and a7 integrin act -12%.
Screening COc1ccc(-n2ncc3c(NCCN4CCOCC4)ncnc32)cc1 returned hERG WT inh 7, KCNH2 3.1 block 6, ASM inhibitor -1%, Coupling enz 6, TRPV1 ag 3, MBNL1-CUG inh 7%, GALK inh 2%, a7 integrin act 6% and MLL CXXC-DNA inh 7%.
For Cc1nc(=O)c(-c2ccccc2)c(C)n1CCCCCC(=O)O the results were hERG WT inh 3, A-T KAP1 phos -5%, KCNH2 3.1 block -2, ASM inhibitor 6%, Coupling enz 0, TRPV1 ag 1, MBNL1-CUG inh -2%, GALK inh 1%, a7 integrin act -11% and MLL CXXC-DNA inh 4%.
For N/C(Cc1ccc([N+](=O)[O-])cc1)=N\OC(=O)c1ccc(Br)o1 the results were hERG WT inh 16, A-T KAP1 phos 3%, KCNH2 3.1 block 1, ASM inhibitor -2%, Coupling enz -1, TRPV1 ag 1, MBNL1-CUG inh inconclusive, GALK inh 2%, a7 integrin act 14% and MLL CXXC-DNA inh -1%.
For CCN1CCN(c2ccc(NC(=O)COc3ccc([N+](=O)[O-])cc3)cc2)CC1 the results were hERG WT inh 46, A-T KAP1 phos -14%, KCNH2 3.1 block -12, ASM inhibitor -1%, TRPV1 ag 0, MBNL1-CUG inh inconclusive, GALK inh 1%, a7 integrin act 9% and MLL CXXC-DNA inh 4%.
For CC1N=C2c3ccccc3N=C(SCc3cc(=O)n4cc(Cl)ccc4n3)N2C1=O (configuration not stated) the results were hERG WT inh -13, KCNH2 3.1 block 0, ASM inhibitor 32%[activator], Coupling enz 1, TRPV1 ag -1, MBNL1-CUG inh inconclusive, GALK inh -1%, a7 integrin act 15% and MLL CXXC-DNA inh 4%.
COc1cc(/C=N/Nc2ccc(F)cc2F)cc(OC)c1OC was read as hERG WT inh 10, A-T KAP1 phos -1%, KCNH2 3.1 block -10, ASM inhibitor -3%, Coupling enz -3, TRPV1 ag 20, MBNL1-CUG inh 3%, GALK inh 2%, a7 integrin act -13% and MLL CXXC-DNA inh 0%.
Screening CCC(C)(C)NC(=O)CN(Cc1ccco1)C(=O)CCC(=O)Nc1nccs1 returned hERG WT inh -4, A-T KAP1 phos -14%, KCNH2 3.1 block 9, ASM inhibitor -1%, Coupling enz 3, TRPV1 ag 6, MBNL1-CUG inh -5%, GALK inh 0%, a7 integrin act 2% and MLL CXXC-DNA inh -2%.
Screening O=C(NCc1ccccc1)NC1(C(=O)N2CCOCC2)CCCCC1 returned hERG WT inh 0, A-T KAP1 phos 1%, KCNH2 3.1 block -12, ASM inhibitor 4%, Coupling enz 1, TRPV1 ag -1, MBNL1-CUG inh 1%, GALK inh 0%, a7 integrin act 12% and MLL CXXC-DNA inh 3%.
For O=C(CN1CCCCC1)N/N=C/c1cc2ccccc2nc1Cl the results were hERG WT inh 5, A-T KAP1 phos 1%, KCNH2 3.1 block 5, ASM inhibitor 4%, Coupling enz 4, TRPV1 ag 1, MBNL1-CUG inh 2%, GALK inh 0%, a7 integrin act -17% and MLL CXXC-DNA inh 2%.
O=C(Nc1nccs1)c1ccccc1[N+](=O)[O-] was read as hERG WT inh 5, A-T KAP1 phos 6%, KCNH2 3.1 block 2, ASM inhibitor -2%, Coupling enz -2, TRPV1 ag 1, MBNL1-CUG inh inconclusive, GALK inh 0%, a7 integrin act 24% and MLL CXXC-DNA inh 9%.
`O=[N+]([O-])c1cccc2c(Cl)ccnc12` gave hERG WT inh -5, A-T KAP1 phos -6%, KCNH2 3.1 block -14, ASM inhibitor 5%, Coupling enz -9, TRPV1 ag inconclusive, MBNL1-CUG inh 3%, GALK inh 1%, a7 integrin act 2% and MLL CXXC-DNA inh -5%.
Screening O=C(O)c1ccccc1CSc1ncccc1C(=O)O returned hERG WT inh 23, A-T KAP1 phos 1%, KCNH2 3.1 block 6, ASM inhibitor 2%, Coupling enz 1, TRPV1 ag 3, GALK inh -6%, a7 integrin act 15% and MLL CXXC-DNA inh 2%.
O=C(CN(Cc1ccc(F)cc1)C(=O)CCC(=O)Nc1nccs1)NCC1CCCO1 (configuration not stated) was read as hERG WT inh 0, A-T KAP1 phos -5%, KCNH2 3.1 block 4, ASM inhibitor -18%, Coupling enz -3, TRPV1 ag 1, MBNL1-CUG inh 2%, GALK inh 1%, a7 integrin act 13% and MLL CXXC-DNA inh 26%.
For COc1ccc(-c2cc(C(=O)NNC3=NCCC3)c3c(C)nn(-c4ccccc4)c3n2)cc1 the results were hERG WT inh 6, A-T KAP1 phos 2%, KCNH2 3.1 block 2, ASM inhibitor -5%, Coupling enz 2, TRPV1 ag 1, GALK inh 9%, a7 integrin act 6% and MLL CXXC-DNA inh 0%.
`CC(C)CN(C(=O)COC(=O)/C=C/c1ccc(Cl)c(Cl)c1)c1c(N)n(Cc2ccccc2)c(=O)[nH]c1=O` gave hERG WT inh -2, A-T KAP1 phos 6%, KCNH2 3.1 block -4, TRPV1 ag -5 and a7 integrin act 19%.
For Cc1ccc(NC(=O)Nc2cccc([N+](=O)[O-])c2)cc1F the results were hERG WT inh 2, A-T KAP1 phos 6%, KCNH2 3.1 block 1, ASM inhibitor -5%, Coupling enz -6, TRPV1 ag inconclusive, MBNL1-CUG inh -5%, GALK inh 0%, a7 integrin act 4% and MLL CXXC-DNA inh -2%.
`O=C(Nc1ccc(Br)cc1F)C1CCCO1` (configuration not stated) gave hERG WT inh 3, A-T KAP1 phos -2%, KCNH2 3.1 block -3, ASM inhibitor 3%, Coupling enz 3, TRPV1 ag -2, MBNL1-CUG inh -5%, GALK inh 1%, a7 integrin act 1% and MLL CXXC-DNA inh 6%.
For CCOc1ccc(CNC(=O)CN2C(=O)CSc3ccc(S(=O)(=O)N4CCOCC4)cc32)cc1OC the results were hERG WT inh -3, A-T KAP1 phos -5%, KCNH2 3.1 block -13, ASM inhibitor 4%, Coupling enz 0, TRPV1 ag 0, MBNL1-CUG inh -8%, GALK inh 2%, a7 integrin act 5% and MLL CXXC-DNA inh 3%.
Screening O=C(CNC(=O)c1ccco1)NCC(=O)OCc1cccc(Cl)c1 returned hERG WT inh 11, A-T KAP1 phos 2%, KCNH2 3.1 block -3, ASM inhibitor 9%, Coupling enz 0, TRPV1 ag 0, MBNL1-CUG inh 3%, GALK inh -3%, a7 integrin act 8% and MLL CXXC-DNA inh 0%.
`CCCOc1ccc(C2C(C#N)=C(N)Oc3nc[nH]c(=O)c32)cc1OC` (configuration not stated) gave hERG WT inh -44, A-T KAP1 phos 6%, KCNH2 3.1 block -5, ASM inhibitor 2%, Coupling enz 4, TRPV1 ag -1, MBNL1-CUG inh 6%, GALK inh 4%, a7 integrin act 4% and MLL CXXC-DNA inh -4%.
For Cn1c(SCC(=O)Nc2ccc(N3CCOCC3)c(Cl)c2)nnc1C(O)c1ccccc1 (configuration not stated) the results were hERG WT inh -45, A-T KAP1 phos 11%, KCNH2 3.1 block -1, ASM inhibitor -1%, Coupling enz -1, TRPV1 ag 1, MBNL1-CUG inh -5%, GALK inh 3%, a7 integrin act -20% and MLL CXXC-DNA inh 4%.
`O=C(c1ccc(F)c(S(=O)(=O)N2CCOCC2)c1)N1CCc2ccccc21` gave hERG WT inh -2, A-T KAP1 phos 4%, ASM inhibitor -3%, Coupling enz 1, TRPV1 ag 0, MBNL1-CUG inh -12%, GALK inh -1%, a7 integrin act -27% and MLL CXXC-DNA inh -1%.
Cc1csc(=Nc2ccccc2)n1C was read as hERG WT inh -8, A-T KAP1 phos 2%, ASM inhibitor 2%, Coupling enz 0, TRPV1 ag 6, MBNL1-CUG inh -4%, GALK inh 5%, a7 integrin act 14% and MLL CXXC-DNA inh 2%.
`COc1ccc(-c2nc(C)sc2CC(=O)O)cc1OC` gave hERG WT inh -7, A-T KAP1 phos 3%, KCNH2 3.1 block 7, ASM inhibitor 1%, Coupling enz -1, TRPV1 ag 0, MBNL1-CUG inh 8%, GALK inh 1%, a7 integrin act 1% and MLL CXXC-DNA inh -6%.
